LYP phosphatase – PTPN22 lymphoid phosphatase activity blockers – biochemical, fluorescence intensity, uHTS (AID 1779). recombinant LYP phosphatase, fluorescence intensity; higher % means a stronger effect. inhibition, % at 11.5 µM; hits with a dose series show IC50 in µM. hit rate 0.054% among 290,000; in the data active = inhibition above about 50%;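 also: plate controls were vehicle with enzyme for no effect and no enzyme for full effect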
AID2073 – inhibitors of Mint1-CaV2.2 protein interaction, biochemical, HTRF (AID 2073) | HTRF protein-protein interaction, Mint1-CaV2.2; higher % means a stronger effect | inhibition, % at 20 µM; hits with a dose series show IC50 in µM | hit rate 0.19% among 290,000; in the data active = inhibition mostly above about 51%, no sharp cut-off; inconclusive = no clear call, values can overlap the other calls; inactive = mostly below about 53%; also: some results filed as inactive read as strong as hits
Rac1 GTP hydrolysis – MgcRacGAP GTPase-activating activity inhibitors, confirmation, biochemical, ADP Hunter fluorescence; MgcRacGAP-stimulated Rac1 GTP hydrolysis, ADP Hunter fluorescence; higher % means a stronger effect; GST-tagged Rac1 F28L mutant substrate; inhibition, % at 30 µM, or IC50 in µM where a hit was titrated; hit rate 0.6% among 340,000;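 active = first-screen hits whose inhibition reached a set limit at any dose in the follow-up dose series; inconclusive = inhibition above the set first-screen limit but never retested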;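 also: fluorescence reports GDP produced by GAP-driven GTP hydrolysis; strong numbers were not always called active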
RSV antiviral HEp-2 – RSV antiviral activity via CPE protection, HEp-2 cells, primary 10 µM value included (AID 2391). hit rate 0.13% among 310,000. HEp-2 cells, RSV-induced CPE inhibition; higher % means a stronger effect. CPE inhibition, % at 10 µM, or IC50 in µM where a hit was titrated; in the data active = a potency from the dose series; inconclusive = CPE inhibition mostly from about 23% at the one dose, without a potency; inactive = the rest, 99 in 100 with CPE inhibition below about 21%; also: strong numbers were not always called active
Large T inhibition – SV40 large T antigen inhibitors, biochemical (AID 1903). one-dose inhibition, % at 20 µM; IC50 in µM for titrated hits. hit rate 0.39% among 310,000. SV40 large T antigen ATPase/helicase inhibition assay; higher % means a stronger effect; in the data active = a potency from the dose series; inconclusive = inhibition mostly from about 32% at the one dose, without a potency; inactive = the rest, 99 in 100 with inhibition below about 32%; also: strong numbers were not always called active
XIAP antagonists – XIAP antagonists, biochemical, IAP family, fluorescence polarization (AID 1018). XIAP BIR domain, fluorescence polarization peptide displacement; higher % means a stronger effect. one-dose displacement, % at 20 µM; IC50 in µM for titrated hits. hit rate 0.007% among 200,000; in the data active = displacement above about 50%; also: a part of the inactive calls stands beside numbers as strong as those of hits
Dengue-2 NS5 capping – Dengue-2 NS5 methyltransferase inhibitors, primary screen, biochemical, confirmation dose response (AID 588689) | inhibition, % at 25 µM; hits with a dose series show IC50 in µM | Dengue-2 NS5 methyltransferase capping enzyme assay, biochemical; higher % means a stronger effect | hit rate 0.3% among 340,000; in the data active = a potency from the dose series; inconclusive = inhibition above about 29% without an active follow-up result
SIAH1 antagonists – blockers of Siah-1 interaction with plectin peptide – biochemical, fluorescence polarization, rhodamine-plectin, uHTS, primary screen (AID 1817); Siah-1 / rhodamine-plectin peptide fluorescence polarization; higher % means a stronger effect; displacement, % at 20 µM; hits with a dose series show IC50 in µM; hit rate 0.02% among 290,000;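 active = displacement of at least 50% at 20 µM, with a fluorescence ratio check between 0.3 and a set limit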;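 also: plate controls were Siah plus tracer with DMSO for no effect and tracer alone without Siah for full effect; strong numbers were not always called active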
HIV fusion peptide – inhibitors of HIV fusion peptide binding, primary screen, biochemical, uHTS, fluorescence dequenching (AID 1986); cell-free peptide binding, fluorescence dequenching, 30 min; higher % means a stronger effect; hit rate 0.3% among 290,000; inhibition, % at 20 µM, or IC50 in µM where a hit was titrated; in the data active = inhibition mostly above about 52%, no sharp cut-off; inactive = mostly below about 76%; also: some results filed as inactive read as strong as hits
Dengue-2 NS5 capping pilot replicate – further read-out of Dengue-2 NS5 capping, marked with its call; inhibition, %; measured here: pilot screen replicate inhibition
The depositor's hits bear a star; ? = inconclusive; nt = not tested or not shown; & = joins results of further samples.

SMILES	LYP phosphatase	AID2073	Rac1 GTP hydrolysis	RSV antiviral HEp-2	Large T inhibition	XIAP antagonists	Dengue-2 NS5 capping	SIAH1 antagonists	HIV fusion peptide	others
O=C(Nc1ccccc1N1CCCC1)c1ccc2c(c1)OCO2	4%	-1%	6%	0.8%	7%	-14%	-5%	-2%	-2.3%
O=C(Cc1ccccc1)NCC(=O)OCC(=O)c1ccc([N+](=O)[O-])cc1	-2%	-7%	2%	1.3%	20%	-1.3%	4%	5%	-1.2%
CCCN(CC1CC1)C(=O)COC(=O)c1ccc2c(c1)C(=O)N(c1ccc(OCC)cc1)C2=O	-8%	24%	4%	-0.4%	8%	-2.5%	-13%	-1%	0.2%
Cc1c(C(=O)Nc2nnc(SCc3ccccc3Cl)s2)cccc1[N+](=O)[O-]	-8%	-2%	9%	1.6%	4%	-1.6%	1%	4%	-1.1%
COc1cccc(OC)c1C(=O)Nc1cc(Cl)ccc1N1CCOCC1	8%	0%	9%	0.1%	8%	-4.2%	4%	2%	0.6%
Cc1ccc(S(=O)(=O)Nc2ccc(SC(F)F)cc2)c(C)c1	2%	-8%	6%	5.1%	-2%	0.7%	-10%	3%	0.1%
COc1ccccc1NC(=O)COC(=O)C1C2CC3OC(=O)C1C3C2 (stereo not drawn)	-8%	16%	6%	2.6%	4%	nt	-8%	-4%	-2.4%
CCCCn1c(-c2ccco2)n[nH]c1=S	-7%	-12%	28%	1.8%	-1%	-5.8%	-16%	-3%	-2.7%
CN(CCC#N)C(=O)COC(=O)c1nn(-c2ccccc2)c(=O)c2ccccc12	-8%	0%	nt	1.4%	11%	-2.6%	nt	4%	-1.3%
Cc1cc(NC(=O)c2cc3ccccc3o2)ccc1NC(=O)c1ccccc1	2%	11%	9%	5.9%	4%	nt	nt	2%	0.1%
Cc1noc(C)c1S(=O)(=O)N1CCCC(C(=O)c2cccc(OC(C)C)c2)C1 (stereo not drawn)	0%	0%	8%	?	-1%	-5.8%	-11%	11%	1.6%
CCc1ccc(CC2S/C(=C(\C#N)C(C)=O)NC2=O)cc1 (stereo not drawn)	6%	2%	7%	6.6%	14%	2.6%	-2%	-4%	1.8%
N#Cc1ccc(-c2ccco2)nc1SCC(=O)c1ccc(Cl)cc1	7%	50%	5%	1.2%	20%	-15%	-8%	31%	25%
Cc1ccc(C(=O)N2CCC(n3nccc3NC(=O)c3ccccc3C)CC2)cn1	-15%	4%	4%	0.6%	10%	nt	-3%	0%	-2.9%
CN1C(=O)[C@H]2[C@@H](c3ccc(F)cc3)N3C(=O)c4ccccc4NC(=O)[C@@]3(C)[C@H]2C1=O	-15%	6%	2%	0.1%	19%	nt	-2%	-5%	-0.1%
CC(=O)Nc1ccc(Oc2ccccc2)cc1	-7%	-1%	11%	0.1%	12%	nt	1%	2%	0.7%
O=[N+]([O-])c1c(Nc2ccccc2O)cc(Cl)c2nonc12	0%	-52%	16%	-2.4%	29%	nt	9.7µM*	24%	3.2%
CC(C)c1[nH]nc2c1C(c1ccco1)C(C#N)=C(N)O2 (stereo not drawn)	-8%	0%	6%	0.6%	nt	14%	-1%	-2%	-1.8%
CCCN(CCC)S(=O)(=O)c1ccc(C(=O)NCc2ccco2)cc1	-4%	4%	11%	0.3%	2%	nt	-10%	-5%	2.1%
CC(C)OCCCn1c(SCC(=O)Nc2ccccc2C(F)(F)F)nc2nccnc2c1=O	-6%	12%	2%	1.4%	9%	nt	-8%	8%	1.4%
Cc1c(N=Cc2c(O)n(Cc3ccco3)c(=O)c3ccccc23)c(=O)n(-c2ccccc2)n1C	-3%&-3%	19%&19%	1%	2.6%	15%	0.7%&-2.7%	-3%	1%&-2%	3.1%&0.0%
CCOC(=O)C1Sc2[nH]c(=O)sc2C(c2ccc(Cl)cc2)C1C(=O)OCC (stereo not drawn)	8%	-15%	17%	0.6%	28%	-24%	22%	-2%	15%
O=C(CN1CCN(c2ccccn2)CC1)N1c2ccccc2Sc2ccc(C(F)(F)F)cc21	-2%	-2%	21%	4.1%	14%	-2.3%	-3%	1%	-2.0%	Dengue-2 NS5 capping pilot replicate=-3.6
COc1ccc(Cl)cc1NC(=O)CN1CCCCCC1	-1%	-10%	7%	0.3%	2%	-2.0%	6%	-4%	0.5%
O=C(CC(=O)c1ccccc1)Nc1ccc2c(c1)OCCO2	-9%	6%	3%	0.9%	-2%	-5.4%	5%	0%	2.7%
(next part)
SMILES	LYP phosphatase	AID2073	Rac1 GTP hydrolysis	RSV antiviral HEp-2	Large T inhibition	XIAP antagonists	Dengue-2 NS5 capping	SIAH1 antagonists	HIV fusion peptide	others
Cc1cc(C)n2nc(CNS(=O)(=O)c3ccc([N+](=O)[O-])cc3)nc2n1	-5%	11%	8%	1.1%	9%	nt	2%	4%	0.9%
Cc1cc(C)nc(SCc2nnc(SCC(=O)N3CCCc4ccccc43)o2)n1	-9%	-1%	-3%	3.8%	24%	-2.6%	-6%	-2%	-1.2%
Cc1nc2ccc(OC(=O)c3ccccc3)cc2s1	-11%	-3%	18%	2.3%	6%	nt	-9%	5%	1.8%
O=C(Nc1ccc(F)cc1)C1(S(=O)(=O)c2ccc(Cl)cc2)CC1	-12%	4%	-1%	0.9%	-5%	nt	-4%	-6%	-0.4%
Cc1cc(=O)oc2cc(NC(=O)c3ccccc3OC(F)F)ccc12	3%	8%	7%	2.4%	8%	nt	-2%	-4%	1.9%
CC1(c2nnc(-c3ccncc3)o2)CC(c2ccccc2)=NO1 (stereo not drawn)	nt	nt	-7%	0.7%	-1%	nt	11%	nt	nt
O=C(CCCc1cccs1)N1CCN(S(=O)(=O)c2ccccc2Br)CC1	-3%	-7%	8%	?	20%	-3.2%	-8%	4%	2.0%
C#CCOCCOCCOCCNc1nc(N2CCN(C(=O)[C@H]([C@@H](C)CC)n3cc([C@@H](N)CO)nn3)CC2)nc(N2CCN(C(=O)[C@H](Cc3cc4ccccc4[nH]3)n3cc([C@@H](N)C(C)CC)nn3)CC2)n1 (stereo partly drawn)	-10%	12%	nt	-1.8%	6%	-5.1%	nt	0%	0.1%
CCOC(=O)c1cnc(SCc2cccc3ccccc23)nc1N	-2%	-10%	-3%	1.2%	8%	-20%	-5%	4%	2.8%
O=C(O)CCC(=O)NNC(=O)c1ccc(-c2ccccc2)cc1	-4%	-2%	-7%	0.0%	21%	-5.6%	2%	6%	2.5%
CN1CCN(C(=O)C2=C[C@@H](c3coc4ccccc4c3=O)C[C@@H](OCc3ccc(CO)cc3)O2)CC1	-4%	16%	8%	-0.5%	-3%	-0.6%	-2%	-2%	-0.7%
Cc1ncn(C23CC4CC(CC(O)(C4)C2)C3)n1	-3%	19%	6%	0.1%	-2%	-0.1%	-10%	1%	-2.2%
CCCCOc1ccc(-c2nnc(-c3ccncc3)o2)cc1	-6%	14%	4%	2.4%	0%	-1.9%	-1%	0%	-0.2%
O=C(NCC1CCCO1)C(=O)N/N=C/c1ccccc1C(=O)O (stereo not drawn)	1%	2%	2%	0.5%	31%	-4.0%	-3%	1%	1.2%
CCN(CCCNC(=O)CN(C)S(=O)(=O)c1cccc2nsnc12)c1ccccc1	3%	-15%	10%	2.6%	11%	-7.5%	0%	-1%	-0.4%
O=C(Nc1ccccc1)/C(=C/c1ccc(F)cc1)NC(=O)c1ccco1	-10%	-1%	4%	-0.1%	0%	nt	-6%	1%	0.0%
O=c1cc(-c2ccncc2)oc2ccccc12	-8%	1%	11%	42%	6%	-4.9%	-6%	0%	-1.3%
Cc1c(C#N)c2ccccc2n1CC(=O)N1CCCC1	-6%	10%	4%	1.0%	0%	-3.2%	-5%	-8%	0.6%
CC1CC(C)CN(C(=O)COC(=O)c2cccc([N+](=O)[O-])c2)C1 (stereo not drawn)	-4%	-6%	-8%	3.1%	-2%	-3.2%	2%	-1%	-0.7%
CCOc1ccc(/C=N/NC(=O)c2cc3c(OC)cc(OC)cc3[nH]2)cc1OC	-6%	3%	6%	3.2%	4%	nt	-3%	-6%	0.2%
Cn1c(=O)cc(OCC(=O)NCCCN2CCN(c3cccc(Cl)c3)CC2)c2ccccc21	-6%	-5%	6%	-1.1%	4%	1.1%	-1%	8%	0.1%
CCOC(=O)c1cn2nc(N3CCCCC3)ccc2n1	-3%	8%	11%	1.6%	8%	nt	-1%	10%	0.1%
Cc1nc2ccccn2c1C(=O)N/N=C/c1ccc(F)cc1	-8%	-7%	6%	2.6%	28%	nt	3%	5%	-0.2%	Dengue-2 NS5 capping pilot replicate=-4.6
CCOC(=O)N1CCC(NC(=O)c2cc(C(=O)Nc3ccc(S(=O)(=O)N4CCCCC4)cc3)ccc2CO)CC1	3%	-7%	10%	1.0%	0%	-9.1%	-11%	-1%	6.1%
O=C1C(C2=NC(C(=O)O)C3C(=O)N(c4ccccc4)C(=O)C23)=C(O)c2ccccc21 (stereo not drawn)	-6%	-6%	9%	5.2%	3%	-0.5%	2%	-4%	-3.2%
The list continues:
SMILES	LYP phosphatase	AID2073	Rac1 GTP hydrolysis	RSV antiviral HEp-2	Large T inhibition	XIAP antagonists	Dengue-2 NS5 capping	SIAH1 antagonists	HIV fusion peptide	others
COCCCNc1nc2ccccc2nc1NS(=O)(=O)c1ccc(F)cc1	-7%	17%	5%	0.9%	3%	nt	0%	3%	1.6%
Cc1cc(C)cc(NS(=O)(=O)c2ccc(Oc3ncc(C(F)(F)F)cc3Cl)cc2)c1	8%	4%	2%	-1.7%	3%	0.9%	-4%	0%	3.7%
Cc1ccc(C(=O)N/C(=C\c2ccco2)C(=O)NCCN2CCOCC2)cc1C	-7%	3%	5%	0.8%	12%	nt	-10%	3%	-1.6%
CCOc1ccccc1/C=N/Nc1nc(C)cc(=O)[nH]1	-5%	14%	-1%	3.2%	5%	nt	-6%	8%	-0.9%
CCOC(=O)C(=CNc1ccccc1Cl)C(=O)OCC	-2%	12%	5%	nt	nt	nt	1%	1%	0.5%
CC1=C(C(=O)OCc2ccccc2)C(c2ccc3ccccc3c2)NC(=O)N1CCCCCC(=O)O (stereo not drawn)	11%	13%	nt	13%	19%	-6.7%	nt	5%	33%
CCOC(=O)N1CCN(c2nc(=S)n(-c3ccccc3)c(C)c2C(C)=O)CC1	-6%	-10%	12%	2.3%	5%	-3.1%	nt	-2%	-2.9%
CCCCCCN(C(=O)CCCCCN1C(=O)NC(c2cccc([N+](=O)[O-])c2)C(C(=O)OCc2ccccc2)=C1C)C(C(=O)NCCCC)c1ccc(OCC(=O)OC)c(C(=O)OC)c1 (stereo not drawn)	-1%	13%	nt	-5.4%	-30%	nt	nt	-1%	0.2%
O=C(CSc1nc2ncccc2[nH]1)c1cccc([N+](=O)[O-])c1	0%	-5%	11%	3.2%	1%	-6.3%	-8%	-5%	2.3%
CCCCCC(=O)N/N=C/c1cccs1	-4%	1%	2%	0.0%	1%	-4.2%	-1%	2%	-1.2%
O=C(OCC(=O)N1CCC(Cc2ccccc2)CC1)c1ccccc1NCCO	nt	nt	6%	0.7%	11%	nt	3%	nt	nt

Assay outcomes (PubChem BioAssay)
